SW480 rereplic: A quantitative high throughput screen for small molecules that induce DNA re-replication in SW480 colon adenocarcinoma cells; SW480 DNA re-replication, Hoechst DNA content imaging, 48 h; Potency, µM (highest dose often 46.1 µM), for inactives: at the top dose re-replication activation, actives largely listed as activators; 340,000 compounds, 1.8% hits; note: potency is the fitted concentration of half-maximal effect; % of control where 0% means no effect; nearly all actives have a fitted effect of over 55% in size
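Image-based read-out: total Hoechst fluorescence of nuclei (405 nm excitation, 500-530 nm emission), with hits raising the fraction of high-intensity nuclei. SW480 colon cells incubated 48 hr with compounds at 37 C.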
ATXN2 expr inh: Primary qHTS for Inhibitors of ATXN expression. HEK-293 ATXN2-luciferase reporter, luminescence, 24 h. 360,000 compounds, 0.72% hits. Potency, µM (top dose mostly 57 µM), for the others: at the top dose activity change, negative = inhibition, most hits filed as inhibitors; note: potency is the fitted concentration of half-maximal effect; % is set by controls: 0 for no effect and ±100 for the full control effect; nearly all actives have a fitted effect of over 55% in size
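qHTS (up to 57 uM final) was run with 24 h compound exposure of reporter cells at 37 °C. Each well was multiplexed: SteadyGlo luminescence measured ATXN2-luciferase expression after a fluorogenic Gly-Phe-AFC viability readout (25 uM final).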
KB-V1 cytotox: qHTS assay for MDR1-selective chemotherapeutics: Primary screen using the drug-selected MDR subline cells KB-V1; AID 1347076, 2019; Potency, µM (titrated, usually from 46.1 µM), without a hit: at the highest dose activity change, negative = cytotoxicity, most hits filed as cytotoxic; 400,000 compounds, 3.4% hits; KB-V1 MDR cells viability, CellTiter-Glo, 72 h; note: potency is the fitted concentration of half-maximal effect; % is set by controls: 0 for no effect and ±100 for the full control effect; nearly all actives have a fitted effect of over 60% in size
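Readout: CellTiter-Glo luminescence, 10 min after addition. Cells: KB-V1 MDR subline, 72 h at 37 degrees C with compound. Analysis: corrected, normalized data fitted to concentration-effect curves.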
HT1080 IDH1KD tx: qHTS for induction of synthetic lethality in tumor cells producing 2HG: qHTS for the HT-1080-IDH1KD cell line; HT-1080 IDH1 knockdown viability, ATP luminescence, 48 h; Potency, µM (series often up to 46.1 µM), without a hit: at the highest dose activity, negative = toxicity, actives largely listed as cytotoxic; 360,000 compounds, 2% hits; AID 686971, 2013;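 note: potency is the fitted concentration of half-maximal effect; 0% = DMSO wells and -100% = cell-free medium wells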
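Viability of IDH1-knockdown HT-1080 fibrosarcoma cells was assessed by CellTiter-Glo after 48 h at 37 °C with titrated compound; concentration-effect curves were classified by fit quality and response size.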
KB-3-1 tox: qHTS assay for MDR1-selective chemotherapeutics: Primary screen using the parental adenocarcinoma cell KB-3-1; AID 1347075, 2019; Potency, µM (top dose mostly 46.1 µM), for inactives: top-dose activity change, negative = cytotoxic, most hits filed as cytotoxic; KB-3-1 viability, CellTiter-Glo ATP luminescence, 72 h; 400,000 compounds, 1.4% hits; note: potency is the fitted concentration of half-maximal effect; % is set by controls: 0 for no effect and ±100 for the full control effect; nearly all actives have a fitted effect of over 60% in size
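Parental KB-3-1 viability, qHTS format: 72 h compound exposure, 37 °C; CellTiter-Glo; media-only wells and DMSO plates as controls; concentration-effect fits on corrected data.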
IL-1B inflam inh: qHTS for Inhibitors of Inflammasome Signaling: IL-1-beta AlphaLISA Primary Screen | THP-1 LPS/ATP IL-1B secretion, AlphaLISA, 16 h; stronger effect = lower value | activity change, % at 57.5 µM | 360,000 compounds, 4.7% hits | AID 743279, 2014; in the data active = activity change below about -50%; inconclusive = mostly about -30% to -49%; note: % is set by controls: 0 for no effect and ±100 for the full control effect
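THP-1 cells pretreated 1 hr with compounds (up to 57.5 uM final), then stimulated with LPS (250 ng/mL final) plus ATP (1.25 mM final); secreted IL-1B measured by AlphaLISA after 16 hr, decreased signal indicating inhibition.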
HT1080-NT tox: qHTS for induction of synthetic lethality in tumor cells producing 2HG: qHTS for the HT-1080-NT fibrosarcoma cell line | HT-1080-NT fibrosarcoma viability, CellTiter-Glo ATP luminescence, 48 h | Potency, µM (highest dose often 46.1 µM), without a hit: at the top dose activity, negative = less viability, hits mostly cytotoxic | 360,000 compounds, 1.6% hits | AID 686970, 2013;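 note: NT is the 2HG producing partner of a matched IDH1 knockdown line; potency is the fitted concentration of half-maximal effect; 0% = DMSO-treated cells and -100% = media-only wells without cells; nearly all actives have a fitted effect of over 55% in size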
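Toxicity toward the 2HG-producing NT line was scored as %Activity, normalised to DMSO and no-cell wells, from CellTiter-Glo luminescence after 48 hours' treatment.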
MCF10A rerep: A quantitative high throughput screen for small molecules that induce DNA re-replication in MCF 10a normal breast cells. Potency, µM (titrated, usually from 46.1 µM), without a hit: top-dose activity, positive = re-replication, actives largely listed as activators. 350,000 compounds, 2.9% hits. MCF 10A DNA re-replication, Hoechst nuclear intensity, 48 h. AID 624296, 2012; note: potency is the fitted concentration of half-maximal effect; % of control where 0% means no effect; nearly all actives have a fitted effect of over 50% in size
WRN helicase inh: qHTS for Inhibitors of WRN Helicase; Bifunctional 3'-5' exonuclease/ATP-dependent helicase WRN (Homo sapiens), Q14191; WRN helicase unwinding, fluorescent forked duplex, kinetic; Potency, µM (top dose mostly 114 µM), inactives show at the top dose activity change, negative = inhibition, usual class: inhibitors; 360,000 compounds, 0.46% hits; AID 651768, 2012; note: potency is the fitted concentration of half-maximal effect; % is set by controls: 0 for no effect and ±100 for the full control effect; nearly all actives have a fitted effect of over 55% in size
Target sequence (Q14191 whole entry, looked up): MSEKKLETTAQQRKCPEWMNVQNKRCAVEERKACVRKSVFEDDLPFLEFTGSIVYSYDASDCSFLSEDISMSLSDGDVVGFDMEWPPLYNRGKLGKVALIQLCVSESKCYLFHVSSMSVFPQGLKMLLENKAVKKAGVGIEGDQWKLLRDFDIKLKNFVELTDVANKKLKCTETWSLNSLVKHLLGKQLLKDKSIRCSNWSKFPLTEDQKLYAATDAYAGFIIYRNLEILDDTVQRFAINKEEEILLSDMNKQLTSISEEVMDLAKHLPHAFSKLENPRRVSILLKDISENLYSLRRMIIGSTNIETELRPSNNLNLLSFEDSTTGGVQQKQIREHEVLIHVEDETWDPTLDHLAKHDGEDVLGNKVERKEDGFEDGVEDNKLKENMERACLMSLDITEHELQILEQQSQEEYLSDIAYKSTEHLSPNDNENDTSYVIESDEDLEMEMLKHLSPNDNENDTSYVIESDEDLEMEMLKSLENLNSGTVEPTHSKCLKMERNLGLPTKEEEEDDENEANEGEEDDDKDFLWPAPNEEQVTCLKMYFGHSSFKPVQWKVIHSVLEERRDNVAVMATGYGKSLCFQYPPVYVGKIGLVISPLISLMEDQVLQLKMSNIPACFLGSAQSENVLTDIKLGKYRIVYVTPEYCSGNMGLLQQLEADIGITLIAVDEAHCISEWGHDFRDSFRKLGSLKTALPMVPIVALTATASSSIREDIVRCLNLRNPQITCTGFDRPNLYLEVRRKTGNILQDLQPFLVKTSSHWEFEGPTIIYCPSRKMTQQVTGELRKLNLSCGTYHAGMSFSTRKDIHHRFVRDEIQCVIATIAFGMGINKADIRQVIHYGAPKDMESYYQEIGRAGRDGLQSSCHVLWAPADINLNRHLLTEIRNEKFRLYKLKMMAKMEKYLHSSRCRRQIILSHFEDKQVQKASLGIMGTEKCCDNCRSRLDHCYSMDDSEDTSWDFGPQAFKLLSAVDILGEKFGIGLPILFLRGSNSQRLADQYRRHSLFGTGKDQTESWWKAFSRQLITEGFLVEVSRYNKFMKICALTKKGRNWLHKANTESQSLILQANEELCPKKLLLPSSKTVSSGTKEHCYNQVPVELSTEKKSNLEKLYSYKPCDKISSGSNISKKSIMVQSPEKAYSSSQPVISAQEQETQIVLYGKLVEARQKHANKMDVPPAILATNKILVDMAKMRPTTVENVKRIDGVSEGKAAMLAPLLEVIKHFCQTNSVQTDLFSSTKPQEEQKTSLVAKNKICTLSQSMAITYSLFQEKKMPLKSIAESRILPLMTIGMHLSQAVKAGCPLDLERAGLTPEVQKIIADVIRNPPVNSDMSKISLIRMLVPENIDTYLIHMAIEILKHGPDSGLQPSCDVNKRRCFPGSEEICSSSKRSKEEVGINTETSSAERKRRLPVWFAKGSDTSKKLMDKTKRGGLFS
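Kinetic red-fluorescence monitoring (525/598 nm) tracks WRN helicase activity after 100 nM fluorophore-quencher forked duplex and 2 mM ATP are added to 20 nM enzyme pretreated 15 min at room temperature with compound.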
The depositor's hits bear a star; ? = inconclusive; / = no result given; & = joins results of further samples; [ ] = another dose, or the depositor's remark. Unless noted, calls come from the whole dose curve; as a rule, active = well fitted curve in the direction sought with a large enough effect; inconclusive = small, poorly fitted or top-dose-only effect, or another doubt; inactive = no such curve, though single readings can be large; an effect the other way counts as inactive or inconclusive. An excerpt; count on the stated rates, not on these rows.

SMILES	SW480 rereplic	ATXN2 expr inh	KB-V1 cytotox	HT1080 IDH1KD tx	KB-3-1 tox	IL-1B inflam inh	HT1080-NT tox	MCF10A rerep	WRN helicase inh
Cc1ccc(/C=C2\C(=O)NC(=O)N(Cc3ccccc3Cl)C2=O)o1	-7%	2%	?	2%	-20%	25	-3%	?	?
O=C1NC(=O)C2(Cc3ccccc3N3CCCC32)C(=O)N1c1ccccc1 (stereo unspecified)	-5%	-5%	14%	-4%	4%	61	-5%	0%	-11%
CC12CC[C@H]3[C@@H](CCC4(O)C[C@H](O)CCC34/C=N/NC(=O)c3ccccc3Cl)C1(O)CCC2C1=CC(=O)OC1 (stereo partly specified)	-6%	-11%	10%	-2%	0%	-6	4%	14%	3%
CC(C)OP(=O)(OC(C)C)C(O)c1ccccc1F (stereo unspecified)	-5%	7%	?	6%	-5%	8	13%	1%	-3%
COc1cc(/C=N/NP(=S)(c2ccccc2)c2ccccc2)ccc1O	-1%	12%	-19%	-25%	0%	60	-1%	11µM*	-2%[57.1 µM]
CN1CCN(c2ncc(C=O)s2)CC1	?	-20%[11.3 µM]	0%	-4%	-30%	-7	-4%	-1%	-5%
Cc1ccc2c(c1)CC1(CN2C)C(=O)NC(=O)N(c2ccccc2C)C1=O (stereo unspecified)	2%	0%	-28%	-16%	11%	2	-12%	?	-2%
Cc1ccc(O)c(C)c1	?	-6%	10%	3%	0%	-24	4%	8%	-3%
O=c1[nH]c(=O)n(Cc2ccco2)c(O)c1/C=N/N1CCCCC1	0%	1%	1%	12%	17%	0	12%	3%	?
CCCCC(CC)COC(=O)c1ccccc1C(=O)OCC(CC)CCCC (stereo unspecified)	11%	7%	8%	6%	0%	4	24%	10%	-9%
c1cc(CNCCc2ccc3c(c2)OCO3)ccn1	19%	/	19%	-2%	-3%	-5	-7%	5%	11%
COc1ccc(NC2=NCCCS2)cc1OC	-15%	-2%	19%	-2%	?	14	5%	-19%	-15%
Cc1cc(=O)oc2cc3c(cc12)CCCN3	?	/	0%	0%	-15%	11	7%	7.3µM*	0%
O=c1[nH]c(CN2CCNCC2)nc2ccccc12	-2%	4%	3%	7%	12%	19	10%	-2%	8%
NCC1(c2ccc3c(c2)OCCO3)CCCC1	1%	2%	0%	10%	22%	5	4%	0%	5%

Reprinted from the part before: 5 entries, followed by the next part.
SMILES	SW480 rereplic	ATXN2 expr inh	KB-V1 cytotox	HT1080 IDH1KD tx	KB-3-1 tox	IL-1B inflam inh	HT1080-NT tox	MCF10A rerep	WRN helicase inh
c1cc(CNCCc2ccc3c(c2)OCO3)ccn1	19%	/	19%	-2%	-3%	-5	-7%	5%	11%
COc1ccc(NC2=NCCCS2)cc1OC	-15%	-2%	19%	-2%	?	14	5%	-19%	-15%
Cc1cc(=O)oc2cc3c(cc12)CCCN3	?	/	0%	0%	-15%	11	7%	7.3µM*	0%
O=c1[nH]c(CN2CCNCC2)nc2ccccc12	-2%	4%	3%	7%	12%	19	10%	-2%	8%
NCC1(c2ccc3c(c2)OCCO3)CCCC1	1%	2%	0%	10%	22%	5	4%	0%	5%
CC(C)CCNC(=O)CSc1nc2ccccc2c(=O)[nH]1	-12%	21%	16µM*	-26%	-12%	39	8%	2%	-5%
CN(C)Cc1c[nH]c2cc([N+](=O)[O-])ccc12	-2%	0%	16%	-9%	16%	-6	5%	3%	3%
COc1ccc(CCNC2CCCCCC2)cc1	3.3µM*	-11%	-17%	-3%	-4%	5	-2%	16%	-20%
CCCNC(=O)N1[C@H]2CC[C@@H]1C(C(=O)OC)=C(c1ccc(OC)c(OC)c1)C2	-2%	0%	-13%	0%	-13%	26	?	-12%	0%
O=C(CN1C2CCC1CC(O)(c1cccnc1)C2)Nc1ccc2c(c1)OCO2 (stereo unspecified)	0%	-8%	1%	-5%	9%	0	0%	0%	3%
COC(=O)C1=C(c2ccc(F)cc2F)C[C@@H]2CC[C@H]1N2C(=O)NCCOc1ccccc1	3%	-1%	-1%	1%	0%	-11	-7%	?	7%
c1ccc(C(c2ccccc2)N2CCN(c3ccc4ccccc4n3)CC2)cc1	-5%	-7%	-5%	-23%	-30%	0	-11%	?	-5%
COc1cccc(O)c1CN1CCCC(C(=O)c2sccc2C)C1 (stereo unspecified)	?	-28%	?	-29%	0%	-7	-17%	28%[9.22 µM]	-5%
Cc1ccc(/C=C2/C(=O)NC(=O)N(CCc3ccc(F)cc3)C2=O)s1	-5%	-8%	0%	-1%	14%	-10	1%	?	-15%
COc1ccccc1C(=O)Nc1ccc2c(c1)CC1(C(=O)N(C)C(=O)N(C)C1=O)C1CCCN21 (stereo unspecified)	19%	-16%	13%	-2%	-1%	26	-4%	-9%	-5%
CCN(C(=O)Oc1ccccc1)c1ccc(C(O)(C(=O)OC)C(F)(F)F)cc1 (stereo unspecified)	-1%	-2%	-2%	3%	3%	-29	11%	2%	3%
CC(C)Oc1ccc(C2C(C#N)=C(N)Oc3c2c(=O)oc2ccccc32)cc1 (stereo unspecified)	-1%	4%	9%	3%	14%	-5	0%	-10%	2%
Clc1ccc(CCNCc2ccncc2)c(Cl)c1	7%	-5%	0%	1%	5%	?	-5%	20%	0%
CCC(C)NC(=O)c1c(N)n(CC2CCCO2)c2nc3ccccc3nc12 (stereo unspecified)	18µM*	-19%	?	-18%	-15%	-57*	-28%	?	1%
O=C1NC2C(O)C(O)C(O)C(O)C2c2cc3c(c(O)c21)OCO3 (stereo unspecified)	17%	0%	0.52µM*	0.23µM*	?	-103*	0.46µM*	14%	3%

Compound profiles, as listed above. Values in the order: SW480 rereplic, ATXN2 expr inh, KB-V1 cytotox, HT1080 IDH1KD tx, KB-3-1 tox, IL-1B inflam inh, HT1080-NT tox, MCF10A rerep, WRN helicase inh
COc1cc(/C=N/NP(=S)(c2ccccc2)c2ccccc2)ccc1O across the screens: -1%, 12%, -19%, -25%, 0%, 60, -1%, 11µM*, -2%[57.1 µM]
COc1cccc(O)c1CN1CCCC(C(=O)c2sccc2C)C1 (stereo unspecified) across the screens: ?, -28%, ?, -29%, 0%, -7, -17%, 28%[9.22 µM], -5%
O=c1[nH]c(=O)n(Cc2ccco2)c(O)c1/C=N/N1CCCCC1 across the screens: 0%, 1%, 1%, 12%, 17%, 0, 12%, 3%, ?
COc1ccc(CCNC2CCCCCC2)cc1 across the screens: 3.3µM*, -11%, -17%, -3%, -4%, 5, -2%, 16%, -20%

(further entries)
SMILES	SW480 rereplic	ATXN2 expr inh	KB-V1 cytotox	HT1080 IDH1KD tx	KB-3-1 tox	IL-1B inflam inh	HT1080-NT tox	MCF10A rerep	WRN helicase inh
CN(Cc1ccc(OC(F)F)cc1)Cc1nc2c(Br)cc(Br)cc2c(=O)[nH]1	?	2%	-5%	3%	5%	7	4%	15%	-11%
Cc1ccc2nc(Cl)c(-c3ccccc3)cc2c1	-40%[inhibitor]	54%[activator]	-27%	0%	14%	-1	18%	5%	5%
CN1CC2([N+](=O)[O-])CC=C(Cl)C([N+](=O)[O-])(C1)C2 (stereo unspecified)	-4%	-5%	2%	10%	-10%	5	21%	-1%	4%
O=[N+]([O-])c1ccc(NC2CCN(Cc3ccccc3)CC2)c2ccncc12	-56%[inhibitor]	-25%	3%	17%	3%	15	12%	2%	0%
c1coc(CNc2ncnc3nc[nH]c23)c1	8%	8%&11%	4%&-14%	-1%	0%&-18%	11	23%	-26%	2%
CN1C(=O)NC(=O)/C(=C/c2ccc(C(=O)O)cc2)C1=O	-12%	-7%	-1%	10%	0%	42	8%	-2%	4%
C=CCn1c(O)c(C(CC)=Nc2cc(OC)ccc2OC)c(=O)[nH]c1=O	-22%	35%	?	1%	8%	107	-2%	20%	10%
Cc1ccc(-c2cc(NC(=O)c3ccccc3)on2)cc1	0%	26%	18%	-16%	0%	-7	-13%	?	3%
S=C(NC1CCCCC1)N1CCC(c2cnc[nH]2)CC1	11%	2%	-2%	-9%	-1%	-7	-5%	-19%	-7%
CC(NC(=O)N1CC1(C)C)c1ccccc1 (stereo unspecified)	-7%	13%	5%	3%	10%	-3	9%	-2%	-5%
O=C1Nc2ccccc2/C1=C/c1nc2ccccc2c(=O)n1-c1ccc(O)cc1	?	-33%	1%	?	-22%	/	?	5%	?
Cc1ccc(NC(=O)COc2ccc(/C=N/NC(=O)CSCc3ccccc3)cc2)cc1	-4%	0%	-4%	?	1%	33	-3%	14%	-6%
CCOc1ccc(C2SCC(=O)Nc3c2c(=O)[nH]n3C2CCCCCC2)cc1 (stereo unspecified)	?	-10%	12%	-10%	8%	-8	5%	?	8%
